# Pf growth 48h – Primary qHTS for delayed death inhibitors of the malarial parasite plastid, 48 hour incubation | Potency, µM (doses to about 28.7 µM), for the others: top-dose activity change, negative = inhibition, most hits filed as inhibitors | hit rate 5.9% among 310,000 | P. falciparum luciferase growth in erythrocytes, 48 h | AID 504832, 2011; note: potency is the fitted concentration of half-maximal effect; % is set by controls: 0 for no effect and ±100 for the full control effect
#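 Luminescence readout; reporter = integrated firefly luciferase in P. falciparum. RBC culture at 2% hematocrit, 0.1% parasitemia final, 37 C/5% CO2; decreased signal taken as growth inhibition.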
# LmPK inh – qHTS Assay for Inhibitors of Leishmania Mexicana Pyruvate Kinase (LmPK); Q27686; purified LmPK, Kinase-Glo ATP luminescence, 1 h; Potency, µM (series often up to 57.5 µM), without a hit: at the highest dose activity change, negative = inhibition, most hits filed as inhibitors; hit rate 0.37% among 290,000; AID 1721, 2009; note: potency is the fitted concentration of half-maximal effect; % is set by controls: 0 for no effect and ±100 for the full control effect
# Target sequence (Q27686 whole entry, looked up): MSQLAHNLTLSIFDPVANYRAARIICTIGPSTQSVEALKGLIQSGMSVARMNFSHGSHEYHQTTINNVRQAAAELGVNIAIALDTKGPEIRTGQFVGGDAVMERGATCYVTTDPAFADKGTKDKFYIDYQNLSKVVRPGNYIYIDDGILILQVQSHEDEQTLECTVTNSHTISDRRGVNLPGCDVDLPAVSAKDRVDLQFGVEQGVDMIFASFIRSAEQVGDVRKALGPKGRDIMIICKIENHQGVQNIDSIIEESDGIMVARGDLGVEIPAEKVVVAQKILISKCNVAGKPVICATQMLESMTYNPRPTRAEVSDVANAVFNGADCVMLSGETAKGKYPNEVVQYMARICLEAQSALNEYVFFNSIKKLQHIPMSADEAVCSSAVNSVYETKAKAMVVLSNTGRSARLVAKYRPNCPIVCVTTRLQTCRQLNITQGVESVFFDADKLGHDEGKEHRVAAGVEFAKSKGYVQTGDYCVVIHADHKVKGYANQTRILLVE
#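 Purified LmPK (0.1 nM) with 0.5 mM PEP and 0.1 mM ADP in imidazole buffer pH 7.2 with MgCl2/KCl, 1 h at room temperature. ATP formed was read by luciferase luminescence and normalized to no-enzyme and uninhibited controls.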
# Pf growth 96h – Primary qHTS for delayed death inhibitors of the malarial parasite plastid, 96 hour incubation; P. falciparum luciferase reporter growth, 96 h; Potency, µM (doses to about 28.7 µM), for the others: top-dose activity change, negative = inhibition, hits mostly inhibitors; hit rate 6.9% among 320,000; AID 504834, 2011; note: potency is the fitted concentration of half-maximal effect; % is set by controls: 0 for no effect and ±100 for the full control effect
#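 Two parasite generations (96 h, 37 C, 5% CO2) of compound exposure in infected erythrocytes (0.05% parasitemia, 2% hematocrit). Luciferase-reporter P. falciparum; decreased luminescence indicates inhibited growth, aimed at apicoplast-acting delayed death.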
# Shiga inhibitor – A qHTS for Small Molecule Inhibitors of Shiga Toxin; AID 2315, 2010; hit rate 9.2% among 290,000; Vero cells, Shiga toxin protein synthesis inhibition reporter; inhibition, % at 38.7 µM; in the data active = inhibition mostly above about 28%, no sharp cut-off; inactive = mostly below about 43%; note: 0% is about no effect
# Cycloheximide cs – Cycloheximide Counterscreen for Small Molecule Inhibitors of Shiga Toxin. cell reporter, cycloheximide protein synthesis inhibition counterscreen. max response, %. hit rate 12% among 300,000; in the data active = max response mostly above about 13%, no sharp cut-off; inactive = mostly below about 14%; note: read at 38.3 µM for the half of the compounds with a filed dose; 0% is about no effect
# AMA1-RON2 inh – qHTS for Inhibitors of AMA1-RON; Towards Development of Antimalarial Drug Lead: Primary Screen; Plasmodium falciparum AMA1 (3D7) - RON2 peptide interaction; hit rate 0.2% among 360,000; AlphaScreen AMA1-biotinylated RON2 peptide binding; Potency, µM (highest dose often 58.2 µM), without a hit: at the top dose activity change, negative = inhibition, most hits filed as inhibitors; AID 720542, 2013;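 note: potency is the fitted concentration of half-maximal effect; 0% = vehicle wells and -100% = peptide control; nearly all actives have a fitted effect of over 45% in size; some results filed as inactive show a strong effect at the top dose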
#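 AMA1 (3D7) with his tag at 25 nM final met compounds first, then biotinylated RON2 peptide at 25 nM; detection used donor plus acceptor beads, 10 µg/mL apiece, read by AlphaScreen after 30 min at room temperature.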
# Tb PYK inh – qHTS of Trypanosoma Brucei Inhibitors; pyruvate kinase (Trypanosoma brucei), Q57TT1; TbPYK enzyme, Kinase-Glo Plus ATP luminescence, 45 min; Potency, µM (highest dose often 76.8 µM), for the others: at the highest dose activity, negative = inhibition, most hits filed as inhibitors; hit rate 0.12% among 410,000; AID 624173, 2012; note: potency is the fitted concentration of half-maximal effect; % is set by controls: 0 for no effect and ±100 for the full control effect; nearly all actives have a fitted effect of over 50% in size
#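 Enzyme and substrate buffer are dispensed first and compound is pin-transferred. ADP at 130 uM final then starts the reaction, which runs 45 min at room temperature. Detection reagent is added for 10 min before luminescence is imaged.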
# An asterisk follows results filed as active; u = inconclusive; x = no result given; & = joins results of further samples; [ ] = dose if it differs, or a comment. Unless noted, calls come from the whole dose curve; as a rule, active = well fitted curve in the direction sought with a large enough effect; inconclusive = small, poorly fitted or top-dose-only effect, or another doubt; inactive = no such curve, though single readings can be large; an effect the other way counts as inactive or inconclusive.
SMILES,Pf growth 48h,LmPK inh,Pf growth 96h,Shiga inhibitor,Cycloheximide cs,AMA1-RON2 inh,Tb PYK inh
Cc1ccc2oc(C(=O)Nc3ccc(S(=O)(=O)Nc4onc(C)c4C)cc3)cc(=O)c2c1,16%,-12%,u,-6,-11,-1%,0%&3%
O=C1C=C(c2cccc(Cl)c2)C[C@@H](c2ccc(Cl)cc2)C1,3.3µM*,x,2.1µM*,x,x,4%,1%
Cn1c(SCC(=O)NCCc2ccccc2)nnc1-c1ccco1,8%,2%,93%[activator],-12,2,4%,-4%
COc1cc(Cn2c(C(=O)O)cc3sccc32)cc(OC)c1OC,u,4%,10%,2,5,-3%,4%
O=C(NCc1ccccc1F)c1ccc(S(=O)(=O)NCc2ccco2)cc1,u,x,2%,x,x,4%,1%
CCCCC[C@H](O)/C=C/[C@@H]1[C@@H](C/C=C\CCCC(=O)OC)[C@@H](O)C[C@H]1O,u,4%,u,-9,-3,-12%,-6%
Cc1cccn2c(=O)c(/C=C(\C#N)S(=O)(=O)c3ccccc3)c(N3CCCCC3)nc12,u,5%,u,-29,1,-4%,-10%
CC1CCN(c2nc3c(c(=O)[nH]c(=O)n3C)n2CC(C)CSc2nnnn2-c2ccccc2)CC1 (configuration not stated),u,2%,u,-13,-2,0%,-5%
COC/C=C/C1=CC2=CC(=O)C(C)(OC(=O)c3cnc4ccccc4n3)C(=O)C2=CN1Cc1ccccc1 (configuration not stated),u,-3%[11.5 µM],u,3,-3,-27%,3%
CC(C)(C)c1ccc(NC(=S)NCc2cccnc2)cc1,4%,4%,-2%,17,7,-11%,0%
CC(=O)c1ccc(N2CCN(C(=O)CCCn3c(=S)[nH]c4cc5c(cc4c3=O)OCO5)CC2)cc1,12µM*,-12%,22%,-6,-3,26%,-12%
CCCCCCC(=O)NNC(=O)CC(=O)Nc1ccccc1C(=O)O,-1%,1%,u,-4,9,50%[activator],2%
COc1ccc(-n2cc(-c3ccccc3)c3c(N4CC(C)OC(C)C4)ncnc32)cc1 (configuration not stated),u,1%,-8%,-8,16,u,6%
O=C(CC1CCCCC1)N1CCCC(c2nc(-c3ccc(S(=O)(=O)N4CCCC4)cc3)no2)C1 (configuration not stated),x,14%,u,-6,-6,-4%,-1%
CC(C)(C)CN1CCC(Oc2cccc(C(=O)N3CCNC(=O)C3(C)C)c2)CC1,11%,4%,12µM*,24,-2,-6%,1%
CCOC(=O)COc1ccc2c(=O)c(-c3ccccc3OC)coc2c1,u,-5%,90%[activator],-4,-3,1%,0%
O=C(CCc1nnc2ccc(NCc3ccco3)nn12)Nc1cc(F)ccc1F,9%,2%,-2%,-6,-2,-12%,2%
N#Cc1c(N)n(CCNC(=O)c2ccc(Cl)cc2)c2nc3ccccc3nc12,u,-1%,u,-9,-4,2%,2%
O=C(NNC1CC(=O)N(c2ccc(F)cc2)C1=O)c1cccnc1 (configuration not stated),6%,1%,15%,-15,-1,17%,4%
O=C(CSCc1cccc(Cl)c1)Nc1ccccc1-c1ccccc1,-22%,-1%,11%,-10,-2,34%[activator],-4%

# Of the compounds above, these have a carbonyl joined to an NH by a bond outside any ring:
SMILES,Pf growth 48h,LmPK inh,Pf growth 96h,Shiga inhibitor,Cycloheximide cs,AMA1-RON2 inh,Tb PYK inh
Cc1ccc2oc(C(=O)Nc3ccc(S(=O)(=O)Nc4onc(C)c4C)cc3)cc(=O)c2c1,16%,-12%,u,-6,-11,-1%,0%&3%
Cn1c(SCC(=O)NCCc2ccccc2)nnc1-c1ccco1,8%,2%,93%[activator],-12,2,4%,-4%
O=C(NCc1ccccc1F)c1ccc(S(=O)(=O)NCc2ccco2)cc1,u,x,2%,x,x,4%,1%
CCCCCCC(=O)NNC(=O)CC(=O)Nc1ccccc1C(=O)O,-1%,1%,u,-4,9,50%[activator],2%
O=C(CCc1nnc2ccc(NCc3ccco3)nn12)Nc1cc(F)ccc1F,9%,2%,-2%,-6,-2,-12%,2%
N#Cc1c(N)n(CCNC(=O)c2ccc(Cl)cc2)c2nc3ccccc3nc12,u,-1%,u,-9,-4,2%,2%
O=C(NNC1CC(=O)N(c2ccc(F)cc2)C1=O)c1cccnc1 (configuration not stated),6%,1%,15%,-15,-1,17%,4%
O=C(CSCc1cccc(Cl)c1)Nc1ccccc1-c1ccccc1,-22%,-1%,11%,-10,-2,34%[activator],-4%

# The list goes on.
SMILES,Pf growth 48h,LmPK inh,Pf growth 96h,Shiga inhibitor,Cycloheximide cs,AMA1-RON2 inh,Tb PYK inh
c1ccc(OCCCn2ccnc2)cc1,9%,-3%,228%[activator],42*,4,-1%,-5%
O=C(CN1CCN(c2ccccn2)CC1)Nc1cc(C(F)(F)F)ccc1Cl,9.3µM*,-2%,x,-11,1,-2%,2%
CNC(C(=O)c1ccccc1)C(OC(C)=O)c1cccc([N+](=O)[O-])c1 (configuration not stated),u,0%,2.9µM*,-7,4,3%,-3%
CC1C(=O)N(Cc2ccc([N+](=O)[O-])cc2)c2ccccc2N1C(=O)C1CC1 (configuration not stated),311%[activator],-8%,-6%,11,5,4%,-10%
Cc1sc2ncn(CC(=O)NCCCC(=O)Nc3ccc(C(C)C)cc3)c(=O)c2c1C,20%,1%,-3%,-5,-1,14%,-7%
COc1ccc(NC(=O)c2sc3ncn(CC(=O)N4CCN(c5ccccn5)CC4)c(=O)c3c2C)cc1OC,u,3%,u,-6,1,-11%,2%
CC(=O)N1CCN(C(=O)C(Cc2c[nH]c3ccccc23)NC(=O)c2ccccc2Cl)CC1 (configuration not stated),-14%,0%,-22%,24,-3,-20%,4%
O=C(NCCN1CCOCC1)c1cccc(S(=O)(=O)Nc2ccc(Br)cc2)c1,u,x,-7%,x,x,2%,-8%
O=C(Cc1ccccc1)Nc1ccc(NC(=O)c2ccco2)cc1,30%[activator],0%,15%,51*,18*,7%,2%
Cc1ccc(NC(=O)CCC(=O)NNC(=O)c2ccco2)c(C)c1,7%,4%,10%,-5,-3,2%,2%
COc1ccc2cc(C#N)c(SCC(=O)N3CC(=O)Nc4ccccc43)nc2c1,-7%,4%,25%,6,0,-4%,-2%
CC1(C)NC(=O)N(CCCCOc2ccc(Br)cc2Cl)C1=O,x,8%,-6%,13,4,10%,-11%
Cc1[nH]c2ccc(-c3n[nH]c(=S)n3Cc3ccccc3)cc2c1C,5%,-26%,35%[activator],-8,-7,28%,u
CC1(C)Cc2c(sc(NC(=O)C(=O)N3CCCC3)c2C#N)CO1,26%,0%,36%[activator],-11,-2,29%,-2%
COc1ccc2[nH]c(C(=O)N/N=C/c3cc(OC)c(OC)c(OC)c3)cc2c1,x,4%,5.9µM*,8,14,4%,0%
COC(=O)c1ccccc1NC(=O)NCc1ccco1,17%,4%,x,-9,-2,-1%,-1%
N/C(=N\OS(=O)(=O)c1ccc2ccccc2c1)c1ccccn1,5%,3%,25%,16,6,59%[activator],6%
Oc1ccc(Br)cc1/C=N/N1CCN(Cc2cccc3ccccc23)CC1,u,1%,u,12,-1,-8%,1%
O=C(CSc1nnc(SCc2ccccc2)s1)N/N=C/C=C/c1ccccc1[N+](=O)[O-],45%[activator],-1%,24%,-7,5,11%[2.32 µM],13%
COc1ccc(N2C(=O)NC(NS(=O)(=O)c3ccccc3)(C(F)(F)F)C2=O)cc1 (configuration not stated),-5%,4%,103%[activator],2,-2,-2%,0%
O=C(CN1C(=O)c2ccc([N+](=O)[O-])cc2C1=O)NCc1ccc(C(=O)O)cc1,1%,2%,14%,x,-5,-7%,2%
CN(C(=O)CN1CCC(NC(=O)c2ccccc2Br)CC1)C1CCCCC1,13%,-6%,17%,-7,-3,1%,-6%
O=C(O)c1ccccc1Oc1ccc(Oc2ccccc2)cc1,0%,-5%,u,25,7.5*,-3%,-1%
CCn1c(SCc2cccnc2)nnc1-c1c[nH]c2ccccc12,x,5%,35%[activator],-7,-3,19%,-1%
COc1ccc(OC(=O)COc2cccc(C)c2)cc1,35%,3%,-35%,-11,7,0%,-9%
COc1ccc(CC(=O)NCc2nnc(SCC(=O)c3ccc(OC)cc3)n2C)cc1,-2%,-2%,24%,-19,1,7%,7%
Cc1c(C(=O)N2CCOCC2)sc(NC(=O)c2ccc3c(c2)OCO3)c1C#N,-4%,7%,36%[activator],-5,-3,1%,2%
COCCOC(=O)C1=C(C)NC(=O)NC1c1c(OC)ncnc1OC (configuration not stated),16%,5%,u,-6,-5,4%,5%
COC(=O)c1sc(-c2ccccc2)cc1NC(=O)C1CC1,u,5%[11.5 µM],28%,18,7,8%,-4%
CC(=O)Nc1ccc(OCC(O)Cn2ccnc2C)cc1 (configuration not stated),4%,2%,184%[activator],20,-3,-9%,6%
O=C1/C(=C/c2ccncc2)CCC/C1=C\c1ccncc1,u,-6%,49%[activator],-21,-7,-12%,-14%
CCc1ccc(NC(=O)CSc2nc3cc(C(=O)OC)ccc3c(=O)n2CC2CCCO2)cc1 (configuration not stated),u,3%,u,11,-1,-4%,x
Cc1nc(SC(C)C(=O)Nc2cccc(C(F)(F)F)c2)c2c(C)c(C(=O)O)sc2n1 (configuration not stated),0%,6%,-1%,-2,-3,-3%,-10%

# Bioassay records: PubChem BioAssay, National Center for Advancing Translational Sciences (NCATS)
